# High-throughput results: PubChem, National Center for Advancing Translational Sciences (NCATS)
# FLuc counter: counter-screen for miR-21 project: firefly luciferase inhibitors or activators | P08659 | purified FLuc, Km substrates, luminescence inhibition | Potency, µM (top dose mostly 57.5 µM), for the others: at the top dose activity change, negative = inhibition, hits mostly inhibitors | actives 6.9% (n = 360,000); active means well fitted inhibition curve with a large enough effect; inconclusive means small, poorly fitted or top-dose-only effect;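 further: plate controls were vehicle for no effect and reference inhibitor for full effect; nearly all actives have a fitted effect of over 55% in size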
# Target sequence (P08659 whole entry, looked up): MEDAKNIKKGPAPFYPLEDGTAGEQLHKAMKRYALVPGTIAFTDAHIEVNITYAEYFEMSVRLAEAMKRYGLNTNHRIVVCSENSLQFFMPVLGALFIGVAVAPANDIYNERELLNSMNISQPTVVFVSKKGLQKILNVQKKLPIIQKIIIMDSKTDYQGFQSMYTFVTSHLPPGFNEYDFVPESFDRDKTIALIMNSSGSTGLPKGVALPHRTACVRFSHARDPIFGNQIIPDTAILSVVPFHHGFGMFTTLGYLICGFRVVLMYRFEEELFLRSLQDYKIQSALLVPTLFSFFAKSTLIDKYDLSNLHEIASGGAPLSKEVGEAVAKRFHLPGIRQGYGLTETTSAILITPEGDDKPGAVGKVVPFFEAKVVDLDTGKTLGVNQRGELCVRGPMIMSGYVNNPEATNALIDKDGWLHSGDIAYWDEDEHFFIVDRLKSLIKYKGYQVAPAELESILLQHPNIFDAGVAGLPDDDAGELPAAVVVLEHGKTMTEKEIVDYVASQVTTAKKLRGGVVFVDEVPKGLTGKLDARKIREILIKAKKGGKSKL
#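 Purified P. pyralis luciferase (10nM final) with 10uM D-luciferin and 10uM ATP (Km levels) in 50mM Tris acetate pH 7.5, 10mM Mg acetate, 0.01% Tween-20, 0.05% BSA; qHTS 6-point titration, ~60 µM downward; luminescence read.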
# An asterisk follows results filed as active; ? = inconclusive. Potency means the concentration at half of the fitted maximal effect.
SMILES	FLuc counter
O=C(CSc1ncc(-c2ccccc2)[nH]1)Nc1ccc(Cl)cc1	?
O=c1cc(-c2ccc(F)cc2)nc(SCc2nc(-c3ccc(Cl)cc3)no2)[nH]1	-9%
O=C(Cn1c(=O)n(Cc2nc(-c3ccccc3)no2)c(=O)c2ccccc21)Nc1cccc(C(F)(F)F)c1	-3%
Cc1ccc(Cl)cc1N1CCN(C(=O)c2ccc3c(Cl)c4c(nc3c2)CCCC4)CC1	0%
COc1ccc2c(c1)cc(CNc1ccc(OC)c(OC)c1)c(=O)n2CC(=O)Nc1ccc(F)cc1	5%
COc1ccc(NC(=O)c2cc(=O)c3ccc(C)c(C)c3o2)cc1Cl	0%
COc1ccc(OC)c(NC(=O)c2nc(SCc3ccc(F)cc3)ncc2Cl)c1	-1%
COc1ccc(NC(=O)Cn2cc(C(=O)c3ccccc3OC)c(=O)c3ccc(C)nc32)cc1OC	-9%
Nc1c(-c2nc(-c3ccccc3)no2)nnn1CC(=O)Nc1ccccc1	-1%
CCc1cccc(NC(=O)Cn2c(C(=O)OC)cc3occc32)c1	-8%
COCCCNC(=O)c1c(NC(=O)Cc2coc3cc(C)cc(C)c23)sc2c1CCCC2	-6%
COc1cc(OC)cc(C(=O)Nc2ccc3nc(N4CCC(C)CC4)cc(C)c3c2)c1	-9%

# Following part.
SMILES	FLuc counter
COc1ccc(CCNC(=O)c2c(O)nc3ccccn3c2=O)cc1OC	-14%
O=C(Nc1ccc(Cl)cc1)c1ccc(-n2cnnc2)cc1	-1%
COc1ccc(Cl)cc1NC(=O)c1cc2nc(-c3ccc4c(c3)OCO4)cc(C(F)(F)F)n2n1	-2%
COc1ccc(-c2cc(C(F)(F)F)n3ncc(-c4ccccc4)c3n2)cc1	-3%
Cc1ccc(-c2nn3c(=O)cc(CN4CCN(S(=O)(=O)c5ccc(Cl)cc5)CC4)nc3s2)cc1	-1%
Cc1cccc(OCC(=O)Nc2cccc(C(=O)OCc3cc(=O)n4c(C)csc4n3)c2)c1	-14%
O=c1cc(COc2ccc(Cl)cc2Cl)nc2scc(-c3ccccc3)n12	-12%
O=C(CCn1c(=O)c2cccn2c2ccc(F)cc21)NCCc1ccccc1Cl	5%
Cc1ccc2nc(-c3ccc(NC(=O)C(F)(F)F)cc3)sc2c1	0.48µM*
Cc1cc(C)cc(NC(=O)N2CCC3(CC2)Oc2ccccc2C(=O)N3Cc2ccccc2F)c1	-11%
CC1CCC(NC(=O)c2ccc(CS(=O)(=O)c3ccc(Cl)cc3)o2)CC1 (configuration not stated)	2%
COc1cc(OC)c(NC(=O)NC(C)c2c(-n3cccc3)sc(C)c2C)cc1Cl (configuration not stated)	-11%

# Next compounds follow.
SMILES	FLuc counter
COc1ccc(-c2cc(-c3ccccc3)c(C#N)c(SCC(O)CS(=O)(=O)Cc3ccccc3)n2)cc1 (configuration not stated)	0%
Cc1cccc(CNC(=O)Cc2csc3ccccc23)c1	?
CCn1c(C(=O)N2CCC(C(=O)N3CCN(c4cc(C)ccc4C)CC3)CC2)cc2sccc21	-20%
CCOc1ccc(-c2nc3c(C#N)c[nH]n3c2NC2CCCCC2)cc1	-10%
O=C(CSc1nc2c([nH]c3ccccc32)c(=O)n1-c1ccccc1)Nc1ccc2c(c1)OCO2	-9%
CCOc1ccc(-n2c(C)nc3c(cnn3-c3ccc(C)cc3)c2=O)cc1	7%
CC(C)OCCCn1c(SCC(N)=O)nc2c(sc3ccccc32)c1=O	-1%
Cc1ccc(C)c(NS(=O)(=O)c2ccc3c(c2)CCCN3C(=O)C2CCC2)c1	-15%
CCCCOc1ccc(CNC(=O)CCCN2C(=O)CSc3c2c(C)nn3-c2ccccc2)cc1	-24%
Cc1ccc(C)c(NC(=O)N2CCC(N3CCN(Cc4ccc(F)cc4)C(=O)C3=O)CC2)c1	-4%
OCc1cnc(SCc2ccc(F)cc2)n1Cc1ccc(F)cc1	-8%
N#Cc1ccc(NC(=O)COCc2cc(-c3ccco3)on2)cc1	-6%

# The list goes on; it opens with the two that closed the last part.
SMILES	FLuc counter
OCc1cnc(SCc2ccc(F)cc2)n1Cc1ccc(F)cc1	-8%
N#Cc1ccc(NC(=O)COCc2cc(-c3ccco3)on2)cc1	-6%
Cc1c(C(=O)N2CCC(c3nc4ccccc4s3)CC2)oc2cc(Br)ccc12	2%
CCC(C(=O)OC)n1nnc2sc(-c3ccccc3)cc2c1=O (configuration not stated)	19µM*
CC(=O)c1ccc(NC(=O)CN2C(=O)CCc3ccccc32)cc1	6µM*
CCn1c(=O)n(CC2CCC(C(=O)NC(C)C)CC2)c(=O)c2sccc21 (configuration not stated)	-1%
Cc1c(Cl)cccc1NC(=O)Nc1nnc(N2CCCCCC2)s1	1%
COc1ccc(CCN2C(=O)c3oc4cc(C)cc(C)c4c(=O)c3C2c2ccccc2F)cc1OC (configuration not stated)	-14%
Cc1cc(=O)[nH]c2nnc(SCC(=O)Nc3ccc(F)cc3F)n12	-4%
C=Cc1ccc(CN2C(=O)N(c3ccc(CC)cc3)S(=O)(=O)c3ccccc32)cc1	-6%
COc1ccc(N2CCN(C(=O)C3CCN(S(=O)(=O)c4cnc[nH]4)CC3)CC2)cc1	-3%
N#Cc1nc(/C=C/c2ccc(F)cc2)oc1N1CCCCC1	-10%
CCOc1ccccc1NS(=O)(=O)c1c(C(=O)OC)sc2cccc(F)c12	-11%
CCOc1ccc(NC(=O)CSc2nnc(CC)c(CC)n2)cc1	-9%

# Next part.
SMILES	FLuc counter
CCOC(=O)c1ccc(N2C(=O)c3n[nH]c(C)c3C2c2ccc(CC)cc2)cc1 (configuration not stated)	2%
COc1ccccc1CNc1nccn(-c2ccc(F)cc2)c1=O	-2%
CCOC(=O)c1cc(-c2ccccc2)n(-c2cccc(C(=O)Nc3ccc(OCC)cc3)c2)c1C	-8%
Cc1cc(C)cc(NS(=O)(=O)c2ccc3[nH]cc(C(=O)N4CCCCCC4)c(=O)c3c2)c1	?
Cc1nc2c(c(C)c1CCC(=O)N1CCN(c3ccccc3)CC1)c(=O)n(C)c(=O)n2C	-2%
Cc1c(C(=O)N2CCCC2)oc2c1-c1nn(CC(=O)NCc3ccccc3Br)cc1CC2	-19%
O=c1cc(-c2ccccc2)c2cc(Cl)c3c(c2o1)CN(Cc1ccccc1)CO3	-18%
CCOC(=O)c1c(C)oc2nc(C)nc(NCc3cccc(Cl)c3)c12	6%
CC(=O)N1CCc2c(sc3c2c(=O)n(-c2ccccc2)c(=O)n3CC(=O)Nc2ccccc2)C1	-2%
CCOC(=O)N1CCc2c(sc3c2c(=O)n(CCc2ccccc2)c(=O)n3Cc2ccc(C)cc2C)C1	0%
CCOc1ccccc1N1CC(c2nc3ccccc3n2CCCOc2ccccc2)CC1=O (configuration not stated)	?
CCN(CC)CC(C)CNC(=O)c1cc(-c2ccc(Br)s2)nc2ccccc12 (configuration not stated)	0%

# The listing continues:
SMILES	FLuc counter
Cc1c(C(=O)Nc2cccc(C(F)(F)F)c2)oc2ccc(S(=O)(=O)N(C)C3CCCCC3)cc12	0%
CCn1c(CN2CCCCC2)nc2cc(NC(=O)COc3cc(C)ccc3C(C)C)ccc21	-19%
Cc1ccc(-c2nc(S(=O)(=O)c3ccc(F)cc3)c(N3CCN(c4ccccc4)CC3)o2)cc1	1%
COc1ccc(NC(=O)CSc2c(C(C)C)cnc3c2c(=O)n(C)c(=O)n3C)c(OC)c1	0%
COc1ccc(OC)c(NC(=O)CSC2=Nc3ccccc3C3=NC(CC(=O)NCc4ccc5c(c4)OCO5)C(=O)N23)c1 (configuration not stated)	-10%
O=C(CN1CCN(S(=O)(=O)c2cc(Cl)ccc2Cl)CC1)Nc1cccc(F)c1	-9%
COc1ccc(C(=O)c2oc3ccccc3c2NC(=O)COc2c(C)cc(C)cc2C)cc1	1%
Cc1c(Cl)cccc1N1C(N)=C(C#N)C(c2cc(CN3CCOCC3)cs2)C2=C1CCCC2=O (configuration not stated)	7%
COc1ccc(N(C)S(=O)(=O)c2ccc3c(c2)n(C)c(=O)c(=O)n3C)cc1	0%
Cc1nn(CC(=O)NCc2cccc(F)c2)c(=O)c2c(C)n(-c3ccc(Cl)cc3)nc12	0%
COc1ccc(Cc2c(C)nn(-c3nc(C)c(C(=O)Nc4cccc(C(C)=O)c4)s3)c2C)cc1	-10%
O=C(NC(=O)c1cccc(F)c1)Nc1ccc(-c2cc(C(F)(F)F)nn2-c2ccccc2)cc1	-5%

# (continued)
SMILES	FLuc counter
CCc1cc2c(cc3c(=O)n(CC(=O)NCCc4ccc(OC)cc4OC)nc(CC)n32)s1	-1%
COc1cc(NC(=O)Cn2nc3c(cc2=O)CC(C)CC3)cc(OC)c1OC (configuration not stated)	0%
Cc1ccc(-c2cn3c(n2)sc2cc(C(=O)NCCC4=CCCCC4)ccc23)cc1	-5%
Cc1ccc(CNC(=O)c2ccc(CSCc3cccc(C)c3)o2)cc1	-19%
Cc1ccc(Nc2nc(C)nc(N)c2S(=O)(=O)c2ccccc2)cc1	3%
CCc1c(C)nc2nncn2c1Nc1ccc(C)c(F)c1	-8%
Cc1ccc2onc(CC(=O)N(C)c3ccccc3)c2c1	4.8µM*
Cc1ccc(C)c(Oc2nc3c(c(=O)n(C)c(=O)n3C)n2Cc2ccccc2)c1	?
C=Cc1ccc(Cn2c(C(=O)O)c(CNCc3cccs3)c3ccc(C)cc32)cc1	1%
CCS(=O)(=O)N1CCc2cc(C(=O)Nc3cccc(C(C)=O)c3)ccc21	0%
Cc1ccccc1C1CC(=O)Nc2ccc3ccccc3c21 (configuration not stated)	-2%
COc1ccc(-c2nc(SCC(=O)NCc3nc4ccccc4n3C)n3[nH]c(=O)cc3n2)cc1	4%

# Additional entries
SMILES	FLuc counter
Cc1ccc(Nc2c(-c3ccccc3O)nc3cc(C)ccn23)cc1	-8%
Cc1ccc(NC2=C(c3ccc(C(F)(F)F)cc3)C(=O)c3ccccc32)cc1C	-18%
CCN(C(=O)Cn1c(C(=O)OC)cc2sc(Cl)cc21)c1cccc(C)c1	-1%
CCCCOc1cccc(NC(=O)CSc2nnc(C)s2)c1	-13%
Oc1ccc(-c2nc3ccccn3c2Nc2ccc3c(c2)OCCO3)cc1	19µM*
COc1ccccc1N1CCN(C(c2ccc(Cl)cc2)c2nnc(-c3cccc(F)c3)o2)CC1 (configuration not stated)	-4%
Cc1ccc2occ(CC(=O)Nc3nnc(C(C)C)s3)c2c1	-2%
COc1ccc(-n2ncc(C(=O)N3CCOCC3)c2C2CCN(C(=O)OC(C)(C)C)CC2)cc1	-1%
COc1ccc(S(=O)(=O)c2cn(CC(=O)Nc3ccccc3)c3ccc(Cl)cc3c2=O)cc1	1%
CCCN(CCC)C(=O)C1CCCN(c2ncnc3onc(-c4ccc(F)cc4)c23)C1 (configuration not stated)	2%
Cc1cc(C)c2c(=O)nc(SCc3ccccc3C)n(C3CC3)c2n1	-4%
Cc1ccc(C2c3[nH]c4ccccc4c3CCN2C(=O)CSCc2ccc(F)cc2)cc1 (configuration not stated)	4%

# An excerpt from above in order of count of non-hydrogen atoms, lowest first.
SMILES	FLuc counter
Cc1cc(C)c2c(=O)nc(SCc3ccccc3C)n(C3CC3)c2n1	-4%
CCN(C(=O)Cn1c(C(=O)OC)cc2sc(Cl)cc21)c1cccc(C)c1	-1%
CCCN(CCC)C(=O)C1CCCN(c2ncnc3onc(-c4ccc(F)cc4)c23)C1 (configuration not stated)	2%
COc1ccc(-n2ncc(C(=O)N3CCOCC3)c2C2CCN(C(=O)OC(C)(C)C)CC2)cc1	-1%

# More entries.
SMILES	FLuc counter
COc1cccc(/C=C/c2nc(C#N)c(NC3CCCCC3)o2)c1	?
Cc1cc(C)c2c(=O)cc(C(=O)Nc3sc4c(c3C#N)CCCC4)oc2c1	?
COc1cccc(-n2c(=O)c3cc(OC)c(OC)cc3n(CC(=O)Nc3ccc(F)cc3)c2=O)c1	-4%
Cc1ccc(C)c(NC(=O)CSc2cn(CC(=O)N3CCCCC3)c3ccccc23)c1	-14%
CCn1cc2nc(SCC(=O)Nc3ccc(C)cc3)n(Cc3ccc(C)cc3)c(=O)c2n1	2%
CN(Cc1ccccc1)C(=O)c1cc2c(=O)n(C)c3ccccc3c2s1	-14%
Cc1ccccc1OCc1ccc(-c2nc(C#N)c(N3CCN(c4ccccc4)CC3)o2)o1	-6%
CCOC(=O)c1sc2ncn(CC(=O)Nc3ccc(C)cc3Br)c(=O)c2c1C	-9%
Cc1ccc(NC(=O)CSCn2nnc3c(=O)[nH]c(Cc4ccc(F)cc4)nc32)c(C)c1	-14%
CCOC(=O)c1c(C)oc2nc(C)nc(NCCCN3CCN(c4cccc(C)c4)C(C)C3)c12 (configuration not stated)	-9%
O=C(CN1C(=O)COc2ccc(S(=O)(=O)N3CCCCCC3)cc21)Nc1cccc(Cl)c1	-17%
CCOC(=O)c1ccc(NC(=O)CN2C(=O)c3cccnc3Oc3ccc(Cl)cc32)cc1	?

# New compounds follow.
SMILES	FLuc counter
O=C(Nc1c(-c2ccc(F)cc2)nc2ccccn12)c1ccccc1F	-1%
Cc1ccc(CNC(=O)C2CCN(S(=O)(=O)c3c(C)noc3/C=C/c3c(C)cc(C)cc3C)CC2)cc1	3%
COc1cc2c(cc1OC)C(c1ccc(Cl)cc1)N(c1cccc(C#N)c1)C(=O)C2 (configuration not stated)	2%
CCOC(=O)c1cnc2c(ccc3ccccc32)c1Nc1ccc(C(C)=O)cc1	-12%
Cc1cc(C)cc(NC(=O)CSc2cc(C)[nH]c(=O)n2)c1	-13%
CCn1cc(C(=O)NCCOC)c(=O)c2cc(S(=O)(=O)N3CCOCC3)ccc21	-1%
Cn1nnnc1SCCCNCc1ccccc1OCc1ccccc1F	-2%
CCOC(=O)c1ccc(NC(=O)CCn2cnnn2)cc1	3%

# The list is partial. The share of hits here may be higher or lower than overall.
